# Source: PubChem BioAssay
# GPR7 antagonist – blocks human GPR7 receptor signaling. GPR7-expressing cells, fluorescence antagonist assay. 290,000 compounds, 1.1% hits. P48145. inhibition, % at 4.4 µM; in the data active means inhibition above about 16%, passing the limit was not always enough;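 further: cells stimulated with the agonist NPW; 0% = agonist with vehicle and 100% = vehicle without agonist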
# MEKK2 mut-MEK5 – signal of MEK5 binding to mutant human MEKK2 PB1 domain; bead flow cytometry, Alexa488-MEK5 binding to MEKK2 mutant; percent response, % at 10 µM; 290,000 compounds, 0.35% hits; AID 1530; in the data active means percent response above about 24%, passing the limit was not always enough; further: inactives centre near 1; some results filed as inactive read as strong as hits
# M18AAP inhibitor – blocks P. falciparum M18 aspartyl aminopeptidase; recombinant PfM18AAP, H-Glu-NHMec fluorogenic cleavage; inhibition, % at 7.35 µM; 290,000 compounds, 1.2% hits; AID 1822;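 active means inhibition above the campaign mean inhibition over all tested compounds plus 3 SD, cut at about 28% in these data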;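 further: 0% = plate median of test compound wells and 100% = 2 mM ZnCl2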
# MEKK2 WT-MEK5 – raises or lowers MEK5 binding to wildtype human MEKK2 PB1 domain | 290,000 compounds, 1.1% hits | Q9Y2U5 | binding response (% of control), % at 10 µM | AID 1531 | bead flow cytometry, Alexa488-MEK5 binding to MEKK2 WT; actives lie on both sides; in the data active means binding response below about 67% or above about 130%
# OXTR ag – agonists of human oxytocin receptor | activation, % at 3 µM | 320,000 compounds, 0.32% hits | P30559 | CHO-OTR cells, Fluo-8 calcium fluorescence; normalized: DMSO 0%, oxytocin 100% | AID 2435;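 active means activation above the mean of all tested compounds plus 3 SD, cutoff set per screening run, cut at about 20% in these data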;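 further: peak over basal fluorescence ratio from a 100 s FLIPR kinetic read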
# V1R ag counter – V1a receptor agonism, counter-screen for OXTR agonists; P37288; 320,000 compounds, 0.25% hits; CHO-V1R cells, Fluo-8 calcium fluorescence, agonist mode; 0% DMSO, 100% 3 nM vasopressin; activation, % at 3 µM;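 active means activation above the mean activation of all tested compounds plus 3 SD, per screening run, cut at about 20% in these data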;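 further: signal is peak over basal fluorescence ratio across a 100 second FLIPR read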
# Target sequence (P37288 whole entry, looked up): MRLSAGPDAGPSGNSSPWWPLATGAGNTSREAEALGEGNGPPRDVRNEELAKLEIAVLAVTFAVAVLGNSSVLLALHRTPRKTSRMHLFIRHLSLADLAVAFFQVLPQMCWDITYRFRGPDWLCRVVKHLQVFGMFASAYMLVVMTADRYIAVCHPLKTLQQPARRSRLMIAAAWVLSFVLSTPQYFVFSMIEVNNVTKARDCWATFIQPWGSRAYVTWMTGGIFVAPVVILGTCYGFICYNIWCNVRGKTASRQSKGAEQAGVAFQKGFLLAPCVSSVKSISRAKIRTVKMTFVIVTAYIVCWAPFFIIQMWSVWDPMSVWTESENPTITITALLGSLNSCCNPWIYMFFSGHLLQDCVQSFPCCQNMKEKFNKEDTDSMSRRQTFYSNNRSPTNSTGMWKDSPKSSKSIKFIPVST
# OXTR potentiate – potentiates the human oxytocin receptor response; CHO-OTR cells, Fluo-8 calcium fluorescence, potentiator mode; 0% = oxytocin EC15, 100% = EC100; 320,000 compounds, 0.061% hits; activation, % at 3 µM;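 active means activation above that plate's cutoff, the mean activation of tested compounds plus 3 SD, cut at about 6.6% in these data, passing the limit was not always enough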;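 further: 100% uses oxytocin at 75 nM as the full agonist control; some results filed as inactive read as strong as hits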
#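 Material: human OTR in CHO cells. Compound: 3.0 µM, one dose. Timing: compound 6 min at room temperature before oxytocin, 100 s read. Evaluation: % activation of max/min ratio relative to oxytocin controls. Replication: single well per compound, singlicate. Signal: Fluo-8 calcium dye fluorescence.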
# NALP1 yeast inh – NALP1 inhibition | S. cerevisiae NALP1/ASC/caspase-1 growth, X-gal OD620, 72 h | inhibition, % at 10 µM | 280,000 compounds, 0.61% hits | AID 2071; in the data active means inhibition mostly above about 24%, no sharp cut-off; inactive means mostly below about 32%; further: some compounds called inactive have numbers as strong as hits
# GalR3 antagonist – antagonists of human GalR3; HEK293 GalR3-CNG cAMP membrane potential fluorescence; galR3 body fused to GalR1 C-terminus; O60755; 360,000 compounds, 0.44% hits; inhibition, % at 3 µM;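 active means inhibition above the screen-wide average plus 3 SD, cut at about 13% in these data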;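 further: forskolin and galanin both at EC90 stimulate the cells; cAMP rise reported by CNG channel membrane potential dye signal; 0% = forskolin plus galanin with DMSO and 100% = forskolin alone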
# Target sequence (O60755 1-299 limits assumed): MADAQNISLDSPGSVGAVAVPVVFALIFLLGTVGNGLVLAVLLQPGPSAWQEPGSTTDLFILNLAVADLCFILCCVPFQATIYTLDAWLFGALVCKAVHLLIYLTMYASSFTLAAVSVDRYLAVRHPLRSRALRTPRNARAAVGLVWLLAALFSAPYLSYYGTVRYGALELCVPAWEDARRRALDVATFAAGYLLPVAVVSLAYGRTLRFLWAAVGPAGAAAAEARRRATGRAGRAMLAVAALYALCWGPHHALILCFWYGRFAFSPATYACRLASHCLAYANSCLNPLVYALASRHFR
# * = called active by the depositor; · = no result given.
# The line under a structure holds: MEKK2 mut-MEK5	OXTR ag	OXTR potentiate	MEKK2 WT-MEK5	V1R ag counter	GPR7 antagonist	NALP1 yeast inh	M18AAP inhibitor	GalR3 antagonist
> Cc1ccc2[nH]c(-c3ccccc3)c(CN3CCN(C)CC3)c(=O)c2c1
    -1	-1.6	0	95	0.2	-11	12	-1	1
> Cc1c(NC(=O)COC(=O)C2(c3ccc(F)cc3)CCCC2)c(=O)n(-c2ccccc2)n1C
    1	0.3	-5	102	-0.5	-2	-20	2	-1
> CC(=O)c1cccc(N(C(=O)Cn2nnc3ccccc32)C(C(=O)NC2CCCCC2)c2cn(C)nc2C)c1 (stereo unspecified)
    -7	0.5	0	90	-0.5	0	11	-3	4
> CSc1c(-c2ccccc2)nc2ccc(Cl)cc2c1C(=O)O
    4	-0.1	-13	108	1.8	-9	11	-1	-1
> Cc1ccc(S(=O)(=O)N(C)CC(=O)NNC(=O)Cc2cccc(F)c2)cc1
    ·	-1.0	-5	·	0.8	·	·	·	-2
> COc1cc(/C=N/Nc2ccc(F)cc2F)cc(OC)c1OC
    -2	-2.3	-5	108	-1.8	-15	20	-2	-1
> CCOC(=O)c1cc(NC(=O)N(C)C2CCCCC2)c(C)nc1C
    -4	0.0	-1	96	-0.4	-5	12	-2	-9
> Cc1ccc(-c2csc(N/N=C/c3ccco3)n2)cc1
    1	-1.1	-7	97	-1.4	4	5	18	-5
> COC(=O)c1cccc(-c2ccc(/C=N/N3C(=O)C4C5C=CC(C6CC56)C4C3=O)o2)c1 (stereo unspecified)
    -3	-1.5	-3	100	0.0	-9	2	0	-2
> O=c1c2ccccc2nnn1CSc1nc2ccccc2[nH]1
    18	1.9	-1	115	0.9	-8	24	-12	-11

# Looked up by structure from the entries so far, three records:
# The line under a structure holds: MEKK2 mut-MEK5	OXTR ag	OXTR potentiate	MEKK2 WT-MEK5	V1R ag counter	GPR7 antagonist	NALP1 yeast inh	M18AAP inhibitor	GalR3 antagonist
> Cc1ccc(-c2csc(N/N=C/c3ccco3)n2)cc1
    1	-1.1	-7	97	-1.4	4	5	18	-5
> O=c1c2ccccc2nnn1CSc1nc2ccccc2[nH]1
    18	1.9	-1	115	0.9	-8	24	-12	-11
> CC(=O)c1cccc(N(C(=O)Cn2nnc3ccccc32)C(C(=O)NC2CCCCC2)c2cn(C)nc2C)c1 (stereo unspecified)
    -7	0.5	0	90	-0.5	0	11	-3	4

# Additional records follow.
# The line under a structure holds: MEKK2 mut-MEK5	OXTR ag	OXTR potentiate	MEKK2 WT-MEK5	V1R ag counter	GPR7 antagonist	NALP1 yeast inh	M18AAP inhibitor	GalR3 antagonist
> Nc1nonc1C(=O)N1CCCCC1
    -3	0.3	-7	91	-1.2	-2	-10	3	4
> CCCCNC(=S)NNC(=O)c1ccc2c(c1)OCO2
    0	0.0	-10	105	-0.7	1	14	7	-1
> Cc1ccc2c(c1)C1C[N+](C)(CC(=O)c3ccccc3)CCC1N2C(=O)c1ccccc1Cl (stereo unspecified)
    ·	-0.1	-3	·	0.6	·	·	·	2
> CC(NC(=O)c1c(O)c2ccccc2[nH]c1=O)c1ccccc1 (stereo unspecified)
    1	0.4	-2	99	-0.2	-9	8	3	-9
> Cc1ccc(SCC(=O)NC(C)c2ccccc2)cc1 (stereo unspecified)
    0	-2.4	-3	104	-0.4	3	8	-1	-10
> Cc1ccc(Nc2nc(N)nc(CSCCO)n2)cc1
    3	2.7	-15	109	-1.4	0	2	-4	-4
> Brc1nnc2n1-c1ccccc1Sc1ccccc1-2
    4	-1.7	-5	107	-0.9	-10	-8	-1	-6
> O=C(CSc1ncnc2c1cnn2-c1ccc(Cl)cc1)NCc1ccc2c(c1)OCO2
    -2	0.9	1	96	0.8	-3	9	-6	0
> COc1cccc(-n2cc(C(=O)O)c3ccccc3c2=O)c1
    2	-0.3	1	99	0.4	-13	-4	0	-7
> CCOC(=O)c1c(NC(=O)CSc2ncnc3[nH]ncc23)sc2c1CCC(C)C2 (stereo unspecified)
    -13	-0.2	-24	75	-0.1	-14	13	-2	-4
> O=c1c2ccccc2n(Cc2ccc(Cl)cc2)c(=O)n1Cc1ccco1
    14	-1.5	-7	96	-0.7	3	-10	-10	4
> Cc1nnc(N(C)C(=O)Cc2ccc3c(c2)OCO3)s1
    3	-0.5	-1	103	0.4	20	-6	1	-1
> COC(=O)c1cc2c(cc1NC(=O)CSCCc1ccccn1)OCO2
    -1	0.8	-8	97	-0.8	-12	-5	2	6
> CCN(CC)C(=O)c1c(C)nc2ccccn12
    8	0.5	2	106	1.4	-3	-14	-5	·
> OCCC1CN(Cc2ccccc2O)CCN1CCc1ccccc1 (stereo unspecified)
    -7	0.1	-1	95	0.5	5	16	-5	-4
> Cc1ccc2c(c1)sc1nc(=O)n(-c3ccc(Cl)cc3)c(=O)n12
    -16	1.4	-2	79	0.7	-21	3	-11	-2
> Cc1ccc(NS(=O)(=O)c2cc(C(=O)NCc3ccccn3)ccc2Cl)cc1C
    -4	2.0	-7	96	2.4	-9	9	-1	2
> COc1ccc(-c2nc(-c3cccc(C)c3)[nH]c(=O)c2C#N)cc1
    -1	0.4	-17	99	1.1	-6	12	5	-2
> COc1ccc(CC(=O)c2ccc(OC)c(OC)c2C)cc1OC
    3	8.3	-10	109	5.4	-9	8	-1	-7
> CCc1ccc(N2C(=O)CN(Cc3ccccc3)C2=S)cc1
    4	-2.3	-5	103	-1.4	39*	1	-8	-5

# The closing 4 entries of the part above are carried over, then new ones follow.
# The line under a structure holds: MEKK2 mut-MEK5	OXTR ag	OXTR potentiate	MEKK2 WT-MEK5	V1R ag counter	GPR7 antagonist	NALP1 yeast inh	M18AAP inhibitor	GalR3 antagonist
> Cc1ccc(NS(=O)(=O)c2cc(C(=O)NCc3ccccn3)ccc2Cl)cc1C
    -4	2.0	-7	96	2.4	-9	9	-1	2
> COc1ccc(-c2nc(-c3cccc(C)c3)[nH]c(=O)c2C#N)cc1
    -1	0.4	-17	99	1.1	-6	12	5	-2
> COc1ccc(CC(=O)c2ccc(OC)c(OC)c2C)cc1OC
    3	8.3	-10	109	5.4	-9	8	-1	-7
> CCc1ccc(N2C(=O)CN(Cc3ccccc3)C2=S)cc1
    4	-2.3	-5	103	-1.4	39*	1	-8	-5
> O=C(OCCOc1cccc(Cl)c1)c1ccc(F)c(S(=O)(=O)N2CCOCC2)c1
    ·	0.8	-10	·	1.6	·	·	·	-6
> CCOc1ccc2ccccc2c1/C=N/NC(=O)c1ccncc1
    2	-1.5	-12	105	-0.7	-11	10	1	-10
> Cc1ccc(C)c(SCC(=O)OCC(=O)NCCNC(=O)COC(=O)CSc2cc(C)ccc2C)c1
    ·	0.7	-16	·	1.4	·	·	·	-3
> Cc1cc2cc(C(c3nnnn3C(C)(C)C)N(Cc3ccco3)CC3CCCO3)c(=O)[nH]c2cc1C (stereo unspecified)
    -4	-0.3	-8	93	1.2	-10	5	17	-5
> COC(C(=O)Nc1ccnn1C1CCN(Cc2ccc(CO)o2)CC1)c1ccccc1 (stereo unspecified)
    1	1.2	-1	99	0.4	-9	23	-6	0
> Nc1nc(-c2cccnc2)nn1C(=O)COc1ccccc1
    -1	-0.1	-2	93	-0.3	-1	-3	-9	-3
> COc1cc(S(=O)(=O)NC2CCCC2)c(OC)cc1Cl
    -4	-2.2	2	94	-0.5	-6	5	6	-3
> Cc1cccn2c(CN(C)CC3Cc4ccccc4O3)c(C(=O)N3CCCCC3)nc12 (stereo unspecified)
    8	-1.6	-1	102	0.3	-4	-4	1	0
> Cc1cc2c(SCC(=O)N3CCN(c4ccccc4)CC3)ncnc2s1
    ·	-1.1	-19	·	-1.4	·	·	·	-5
> Cc1cc2c(c(=O)n1C)C(C(C)C)C(C#N)=C(N)O2 (stereo unspecified)
    ·	-0.3	1	·	0.1	18	26	-1	-4

# 4 successive records out of the list so far, quoted:
# The line under a structure holds: MEKK2 mut-MEK5	OXTR ag	OXTR potentiate	MEKK2 WT-MEK5	V1R ag counter	GPR7 antagonist	NALP1 yeast inh	M18AAP inhibitor	GalR3 antagonist
> O=C(OCCOc1cccc(Cl)c1)c1ccc(F)c(S(=O)(=O)N2CCOCC2)c1
    ·	0.8	-10	·	1.6	·	·	·	-6
> CCOc1ccc2ccccc2c1/C=N/NC(=O)c1ccncc1
    2	-1.5	-12	105	-0.7	-11	10	1	-10
> Cc1ccc(C)c(SCC(=O)OCC(=O)NCCNC(=O)COC(=O)CSc2cc(C)ccc2C)c1
    ·	0.7	-16	·	1.4	·	·	·	-3
> Cc1cc2cc(C(c3nnnn3C(C)(C)C)N(Cc3ccco3)CC3CCCO3)c(=O)[nH]c2cc1C (stereo unspecified)
    -4	-0.3	-8	93	1.2	-10	5	17	-5

# Carrying on.
# The line under a structure holds: MEKK2 mut-MEK5	OXTR ag	OXTR potentiate	MEKK2 WT-MEK5	V1R ag counter	GPR7 antagonist	NALP1 yeast inh	M18AAP inhibitor	GalR3 antagonist
> COc1ccc(-c2nc3ccc(C(=O)NCC(OC)OC)cc3nc2-c2ccc(OC)cc2)cc1
    -3	-0.6	-18	91	0.2	-10	0	0	1
> Cc1nc2cc(NC(=O)Nc3nccs3)ccc2n1C
    3	0.0	2	102	-0.1	-16	14	4	-5
> CCOC(=O)C(=CNc1ccccc1N1CCOCC1)C(=O)OCC
    -11	-3.2	2	94	-1.0	-12	23	12	0
> O=C(Nc1cccc(S(=O)(=O)N2CCOCC2)c1)C1CC(=O)N(c2ccc3c(c2)OCCO3)C1 (stereo unspecified)
    ·	1.4	1	·	1.1	·	·	·	-6
